Pyk2 oligo antag: Pyk2 (human) oligomerization antagonism; Q14289; Q293 cells, Pyk2 FERM NanoBiT luminescence; hits give low values; z-score (the deposit names both 25 µM and 10 µM); actives 0.83% (n = 99,000);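 active = Z-score of -3 or lower, scaled per plate to the spread of control and sample wells; inactive = z-score above -3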;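 also: negative z-score means lost luminescence so less FERM oligomerization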
Target sequence (Q14289 whole entry, looked up): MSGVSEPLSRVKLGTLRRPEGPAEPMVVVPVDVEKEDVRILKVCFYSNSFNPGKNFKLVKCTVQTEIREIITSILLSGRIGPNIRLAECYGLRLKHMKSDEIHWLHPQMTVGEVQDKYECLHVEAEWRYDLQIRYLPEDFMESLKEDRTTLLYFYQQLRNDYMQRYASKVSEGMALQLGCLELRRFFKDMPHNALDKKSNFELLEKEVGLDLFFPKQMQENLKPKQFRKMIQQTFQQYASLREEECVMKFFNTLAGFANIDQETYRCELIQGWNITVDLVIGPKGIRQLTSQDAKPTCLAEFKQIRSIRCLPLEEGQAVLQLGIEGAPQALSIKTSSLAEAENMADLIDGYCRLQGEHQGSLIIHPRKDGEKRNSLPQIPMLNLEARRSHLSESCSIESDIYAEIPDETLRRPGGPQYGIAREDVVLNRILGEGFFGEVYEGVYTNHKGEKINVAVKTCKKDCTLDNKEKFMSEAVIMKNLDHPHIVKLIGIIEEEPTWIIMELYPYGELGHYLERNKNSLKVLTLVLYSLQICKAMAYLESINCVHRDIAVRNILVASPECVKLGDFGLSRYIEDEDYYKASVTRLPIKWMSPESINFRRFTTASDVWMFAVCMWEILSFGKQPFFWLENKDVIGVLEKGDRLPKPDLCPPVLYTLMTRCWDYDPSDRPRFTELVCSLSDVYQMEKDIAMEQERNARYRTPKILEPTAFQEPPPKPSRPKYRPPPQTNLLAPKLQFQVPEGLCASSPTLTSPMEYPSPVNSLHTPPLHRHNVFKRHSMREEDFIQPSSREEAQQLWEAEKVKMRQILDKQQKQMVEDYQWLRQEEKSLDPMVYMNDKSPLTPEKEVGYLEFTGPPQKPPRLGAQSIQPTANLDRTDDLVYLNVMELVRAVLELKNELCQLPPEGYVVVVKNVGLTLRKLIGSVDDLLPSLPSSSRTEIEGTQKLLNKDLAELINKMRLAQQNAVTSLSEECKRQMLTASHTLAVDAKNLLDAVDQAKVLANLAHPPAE
Ecoli WT expand: blocks growth of wild type E. coli BW25113. growth inhibition, % at 100 µM. OD600 absorbance. actives 0.15% (n = 98,000);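 active = growth inhibition above about 50% at one test dose, limit read from the data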;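 also: growth measured after 20 h incubation at 37 °C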
PostGolgi yeast: growth inhibition of a yeast mutant, post-Golgi transport screen; post-Golgi transport phenotypic cell assay; inhibition, % at 10 µM; actives 0.9% (n = 98,000); AID 739;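 also: yeast cells grown in 1536-well plates; yeast grown about 18 h at 30C before absorbance read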
PostGolgi ctrl: yeast control strain growth, post-Golgi counter-screen | inhibition, % at 10 µM | actives 5% (n = 98,000) | efflux-deficient yeast background strain, growth absorbance A615, 16 h
CYP2C9 activ: activators of human CYP2C9. recombinant CYP2C9, luciferin-H conversion, luminescence; hits give high values; factor 1 = untreated enzyme, 0 = blocked. AID 1024. activation factor at 5 µM. actives 1.4% (n = 96,000). P11712;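 active = activation factor of 2 or more for CYP2C9 at a 5 µM dose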;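 also: 0 = sulfaphenazole-blocked wells and 1 = vehicle-only wells; values of inactives mirror those of a sister screen read the other way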
DAT uptake mod: human DAT dopamine uptake with cocaine, either direction; actives 1.3% (n = 110,000); LLC-PK1 hDAT cells, [14C]-dopamine uptake with cocaine IC80; actives deviate in either direction; B-score at 10 µM;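 active = Z score or B-score, a plate-position-corrected score, falls beyond the plate's 99.7% confidence bounds, in either direction; inactive = both scores lie inside the 99.7% bounds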;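 also: scored against the spread of the other compound wells on the same plate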
PTPN22 act: LYP (human) phosphatase activation. Q9Y2R2. recombinant LYP, DiFMUP fluorescence; 0 = plate median, 100 = signal doubled. activation, % at 2 µM. actives 0.11% (n = 96,000). AID 697;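 active = activation at 2 µM above a set limit, the mean plus 5 SD, cut at about 37% in these data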
CYP2C9 inh: blocks human cytochrome P450 2C9; CYP2C9 Supersomes, luciferin-H conversion, luminescence; inhibition, % at 5 µM; actives 20% (n = 96,000); AID 777;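 active = blocking of liver enzyme CYP2C9 beyond about 50% at 5 µM, limit read from the data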; also: values of inactives mirror those of a sister screen read the other way
LYP inh 2: inhibitors of human LYP (PTPN22) phosphatase; recombinant LYP catalytic domain, DiFMUP fluorescence; inhibition, % at 2 µM; actives 0.21% (n = 96,000);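 active = inhibition at 2 µM at or above a set limit, the screen mean plus 3 SD, cut at about 24% in these data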;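 also: 0% = DMSO with enzyme and 100% = enzyme fully blocked by orthovanadate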
* = called active by the depositor; . = not tested or not shown. Rule as the data show it, unless noted: active = inhibition above about 30%; inactive = the rest.

SMILES	Pyk2 oligo antag	Ecoli WT expand	PostGolgi yeast	PostGolgi ctrl	CYP2C9 activ	DAT uptake mod	PTPN22 act	CYP2C9 inh	LYP inh 2
CC(C)(C)NC(=O)COc1ccc(-c2ccccc2)cc1	-0.89	6	-8	18	1.2	-0.18	10	-18	-13
CCOC(=O)C1CCN(C(=O)CSc2n[nH]c(=O)[nH]c2=O)CC1	0.63	2	-6	-10	1.1	1.2	-10	-11	7
Cc1ccccc1Nc1nc(N)nc(COC(=O)CCS(=O)(=O)c2ccccc2)n1	0.19	6	-7	-3	0.8	0.057	.	21	.
Cn1c(NC(=O)CC(C)(C)C)cc(=O)n(C)c1=O	.	5	-2	-5	1.1	-0.52	.	-9	.
Cn1cc(SCC(=O)Nc2ccc3c(c2)OCO3)c2ccccc21	.	1	-10	-5	0.3	0.012	-9	65*	7
Cc1cc(C(=O)CSc2ccc(F)cc2)cc(C)c1OC(=S)N(C)C	-0.56	-20	-5	4	0.2	0.92	9	81*	-7
COc1ccc(C(=O)Nc2cccnc2)cc1S(=O)(=O)N1CCOCC1	0.48	2	-10	-4	1.1	2.2	2	-14	-3
CCOCCCNC(=O)C(NC(=O)c1ccc(=O)[nH]c1)c1ccc(C)cc1 (centres undefined)	.	-7	-6	-1	0.8	1.4	-7	16	3
Cc1nc2ccc(S(=O)(=O)NC(C(=O)N3CCCC3)C(C)C)cc2s1 (centres undefined)	.	4	7	12	.	-0.13	0	.	-3
O=C(NCc1ccccn1)C1CCC(=O)N1C1CCCCC1 (centres undefined)	.	10	1	0	1.1	0.35	0	-12	-4
CCCCN(CCCC)C(=S)N/N=C/c1c(C)[nH]n(-c2ccccc2)c1=O	-0.22	-11	-3	8	0.6	-0.1	-3	42	6
Cc1cc(C)cc(N(CC(=O)N2CCC(C)CC2)S(C)(=O)=O)c1	-1.1	5	2	8	2.2*	0.59	9	-123	-12
CSc1oc(-c2ccc(F)cc2)nc1S(=O)(=O)c1ccccc1	0.56	.	.	.	.	-0.49	-6	.	8
COc1ccccc1-c1nc(C#N)c(N2CCN(c3cccc(Cl)c3)CC2)o1	0.7	-8	8	2	1.1	1.8	2	-8	-5
O=C(COC(=O)c1ccc2ccccc2n1)Nc1ncc(C(F)(F)F)cc1Cl	1.5	-2	-3	9	0.5	-1.2	0	51*	1
CCOc1ccc(N2Cc3ccccc3C2)cc1	-0.41	.	.	.	0.8	-0.16	-11	16	12
COC(=O)C1C(=O)C2=C(CC1C)NC(=O)CC2c1ccc(O)c(OC)c1 (centres undefined)	2	-2	1	12	0.9	0.28	-7	10	6
Nc1cc(Cl)nc(N/N=C/c2ccccc2[N+](=O)[O-])n1	-0.32	-3	-2	5	1.1	0.38	0	-6	2
O=C(Nc1ccccc1C(=O)N1CCN(c2ccccc2)CC1)c1ccco1	-0.25	-4	-4	5	0.4	-0.13	-5	57*	4
CCOc1ccc(NC(=O)Nc2ccc3c(c2)nnn3C)cc1	-0.24	-26	3	0	1.2	0.0075	0	-23	-3
CN(C)C(=O)c1cc(F)ccc1Sc1cc(Cl)ccc1Cl	-0.49	12	-6	6	0.5	0.42	0	50	-3
COc1ccc(-n2c(SCC(=O)Nc3nccs3)nc3sc4c(c3c2=O)CCN(C)C4)cc1	-0.27	6	0	-5	0.8	1	6	16	-9
Cc1ccc(C(C(=O)NC(C)(C)C)N(CC2CCCO2)C(=O)Cn2nnc(-c3ccc(C)o3)n2)cc1 (centres undefined)	0.06	6	-9	4	1	-0.43	5	0	-6
Oc1ccc(Nc2nc3ccccc3nc2Nc2ccc(O)cc2)cc1	-4.4*	-1	-3	-6	0	1.3	9	99*	-7
CC(C)C(c1nnnn1Cc1ccccc1)N(Cc1ccco1)Cc1cccs1 (centres undefined)	-0.07	-4	17	16	0.1	0.14	7	89*	-10

An excerpt from further up:
SMILES	Pyk2 oligo antag	Ecoli WT expand	PostGolgi yeast	PostGolgi ctrl	CYP2C9 activ	DAT uptake mod	PTPN22 act	CYP2C9 inh	LYP inh 2
CC(C)(C)NC(=O)COc1ccc(-c2ccccc2)cc1	-0.89	6	-8	18	1.2	-0.18	10	-18	-13
CCOC(=O)C1CCN(C(=O)CSc2n[nH]c(=O)[nH]c2=O)CC1	0.63	2	-6	-10	1.1	1.2	-10	-11	7
Cc1ccccc1Nc1nc(N)nc(COC(=O)CCS(=O)(=O)c2ccccc2)n1	0.19	6	-7	-3	0.8	0.057	.	21	.
Cn1c(NC(=O)CC(C)(C)C)cc(=O)n(C)c1=O	.	5	-2	-5	1.1	-0.52	.	-9	.
Cn1cc(SCC(=O)Nc2ccc3c(c2)OCO3)c2ccccc21	.	1	-10	-5	0.3	0.012	-9	65*	7
Cc1cc(C(=O)CSc2ccc(F)cc2)cc(C)c1OC(=S)N(C)C	-0.56	-20	-5	4	0.2	0.92	9	81*	-7
COc1ccc(C(=O)Nc2cccnc2)cc1S(=O)(=O)N1CCOCC1	0.48	2	-10	-4	1.1	2.2	2	-14	-3
CCOCCCNC(=O)C(NC(=O)c1ccc(=O)[nH]c1)c1ccc(C)cc1 (centres undefined)	.	-7	-6	-1	0.8	1.4	-7	16	3
Cc1nc2ccc(S(=O)(=O)NC(C(=O)N3CCCC3)C(C)C)cc2s1 (centres undefined)	.	4	7	12	.	-0.13	0	.	-3
O=C(NCc1ccccn1)C1CCC(=O)N1C1CCCCC1 (centres undefined)	.	10	1	0	1.1	0.35	0	-12	-4
CCCCN(CCCC)C(=S)N/N=C/c1c(C)[nH]n(-c2ccccc2)c1=O	-0.22	-11	-3	8	0.6	-0.1	-3	42	6
Cc1cc(C)cc(N(CC(=O)N2CCC(C)CC2)S(C)(=O)=O)c1	-1.1	5	2	8	2.2*	0.59	9	-123	-12
CSc1oc(-c2ccc(F)cc2)nc1S(=O)(=O)c1ccccc1	0.56	.	.	.	.	-0.49	-6	.	8
COc1ccccc1-c1nc(C#N)c(N2CCN(c3cccc(Cl)c3)CC2)o1	0.7	-8	8	2	1.1	1.8	2	-8	-5
O=C(COC(=O)c1ccc2ccccc2n1)Nc1ncc(C(F)(F)F)cc1Cl	1.5	-2	-3	9	0.5	-1.2	0	51*	1

Next part
SMILES	Pyk2 oligo antag	Ecoli WT expand	PostGolgi yeast	PostGolgi ctrl	CYP2C9 activ	DAT uptake mod	PTPN22 act	CYP2C9 inh	LYP inh 2
Cc1ccc(OCC(O)CNS(=O)(=O)c2ccccc2C(=O)O)cc1 (centres undefined)	0.05	6	6	-1	.	-0.35	3	.	-5
CCn1cc(C(=O)OCc2ccccc2)c(=O)c2ccc(C)nc21	-0.04	31	9	14	1.1	1.3	9	-5	-10
COCCN1C(=O)C(=O)/C(=C(/O)c2cccc(OC)c2)C1c1ccncc1 (centres undefined)	-1.1	-3	0	26	0.9	-0.11	7	7	-13
CC(C)c1c(O)nc(SCC(=O)N2CCOCC2)[nH]c1=O	-0.4	-9	-13	8	0.9	-0.22	-3	5	2
O=C1OC(Nc2ccc3ncccc3c2)c2ccccc21 (centres undefined)	-1	7	3	27	0.9	0.071	-11	9	14
COc1cccc(C2=NO[C@@H]3C(=O)N(Cc4ccccc4)C(=O)[C@H]23)c1OC	0.83	2	6	3	0.1	0.53	1	88*	-4
COc1cc(-c2nn3c(-c4ccccc4)nnc3s2)cc(OC)c1OC	-0.09	-11	-4	33*	0.3	2.7*	-14	72*	13
CCOC(=O)c1ccccc1NC(=O)c1ccccc1N(C)S(C)(=O)=O	-0.59	-13	-10	17	0.6	.	-2	43	0
CN(C)c1nc(N)nc(CSc2n[nH]c(-c3ccccc3)n2)n1	-0.19	-2	23	21	0.6	-0.024	3	44	-7
COCC(=O)N(CCc1ccc(OC)cc1)Cc1nc2ccccc2c(=O)[nH]1	0.29	-2	-10	-1	0.8	-0.26	7	22	-8
CC(OC(=O)c1ccncc1)C(=O)Nc1cccc(Cl)c1 (centres undefined)	-0.45	6	-2	4	0.4	-0.0033	5	63*	-7
COc1cccc(OC)c1C(=O)NC(=S)Nc1ccc2c(c1)Cc1ccccc1-2	-0.18	-11	2	2	0.8	0.41	-1	20	5
COCCNC(=O)Cn1nc(-c2ccccc2OC)ccc1=O	-0.8	-1	18	-2	1.6	-0.059	4	-56	-6
O=S(=O)(/N=C(/Nc1cc(N2CCOCC2)ncn1)c1ccc(F)cc1)c1ccccc1	0.04	-4	-3	4	1.1	-0.18	-2	-13	2
COc1ccc(C2C(C(=O)c3cccs3)=C(O)C(=O)N2c2nncs2)cc1 (centres undefined)	0.47	-3	-2	-3	0.6	0.61	2	39	-4
COc1cc(NC(=O)c2ccccc2)c(OC)cc1Cl	-1.8	.	.	.	.	0.64	2	.	-3
Cc1ccc(NC(=O)c2cc(S(=O)(=O)N3CCCCC3)cs2)cc1	-0.63	3	1	6	0.3	-0.0065	-11	68*	14
CC(C)N(Cc1nc(-c2ccc(Cl)cc2)no1)C(=O)C(c1ccccc1)c1ccccc1	-1.2	-20	0	20	0.5	0.41	-10	54*	10
Cc1nc(SCC(=O)NCc2ccc3c(c2)OCO3)c(C#N)c2c1CCCC2	-1.6	-14	8	9	0.1	0.27	0	87*	-3
COc1ccc(Cl)cc1NC(=O)N1CCN(CCc2ccccc2)CC1	0.47	10	13	17	2.3*	0.17	-6	-130	6
Cc1cc(C)n(C(=O)c2ccc(Cn3nc(C)c(Br)c3C)o2)n1	-1.2	.	.	.	.	1.3	-2	.	2
CCCN1Cc2cccc(C(=O)NCc3cccs3)c2C1=O	0.09	2	21	17	0.5	0.46	4	52*	0
COc1ccc(-c2noc(CCCC(=O)NCCc3ccccc3)n2)cc1OC	0.74	-3	7	17	0.5	0.21	-1	48	0
Cc1ccc(NC(=O)C2CCN(S(=O)(=O)c3c(C)n[nH]c3C)CC2)nc1	-0.23	-2	0	35*	1.4	1.8	4	-38	-6
CCCC(=O)Nc1ccc(C(=O)Nc2nnc(COC)s2)cc1	-0.66	-4	5	-1	0.7	0.062	-10	27	8

An excerpt from above in order of the CYP2C9 inh value, rising.
| molecule | CYP2C9 inh |
| --- | --- |
| O=S(=O)(/N=C(/Nc1cc(N2CCOCC2)ncn1)c1ccc(F)cc1)c1ccccc1 | -13 |
| Cc1ccc(C(C(=O)NC(C)(C)C)N(CC2CCCO2)C(=O)Cn2nnc(-c3ccc(C)o3)n2)cc1 (centres undefined) | 0 |
| CCCN1Cc2cccc(C(=O)NCc3cccs3)c2C1=O | 52* |

Continued:
SMILES	Pyk2 oligo antag	Ecoli WT expand	PostGolgi yeast	PostGolgi ctrl	CYP2C9 activ	DAT uptake mod	PTPN22 act	CYP2C9 inh	LYP inh 2
O=C(CN(C(=O)CCC(=O)Nc1nccs1)c1ccccc1F)NCC1CCCO1 (centres undefined)	0.6	-8	21	5	0.6	0.62	5	43	-1
COc1ccc(C)cc1S(=O)(=O)N(CC(=O)O)c1ccc(C)cc1	0.43	9	11	0	0.6	0.43	3	36	-6
CCCN1CCN(CCCNC(=O)C2CCCN(c3nnc(-n4cccc4)s3)C2)CC1 (centres undefined)	0.64	3	-8	0	1	-0.25	-4	-2	4
O=[N+]([O-])c1ccc(C(=Nc2cccc3ccccc23)N2CCOCC2)cc1	-3.5*	-5	-2	-3	0.6	-1.6	-6	39	8
CC(=O)c1sc(NC(=O)c2c(F)cccc2F)nc1C	0.61	-6	0	14	1	0.011	-2	-3	1
O=C(COc1cccc(Oc2ccccc2)c1)Nc1ncccn1	0.18	0	-2	-4	0.9	0.23	6	11	-2
CSc1nc(C)cc(C)c1S(=O)(=O)c1ccccc1C	-1.2	2	2	12	2.9*	-1.4	-2	-190	6
O=C(CN1C(=O)COc2ccccc21)NCc1ccccn1	0.87	7	6	2	1	-1.5	-5	1	7

Screening results deposited in PubChem BioAssay by several laboratories.
